NLRP3 yeast inh: NALP3 inflammasome inhibitors in reconstituted yeast, primary screen, luminescence, uHTS; Yeast reconstituted NLRP3/ASC/caspase-1, beta-gal luminescence, 24 h; inhibition, % at 10 µM; 0.39% of 330,000 active; AID 2825, 2010;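 active = inhibition of 50% or more; inactive = inhibition below 50%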;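 also: plate controls were induced DMSO wells for no effect and uninduced yeast grown without galactose for full effect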
tim10-1 inh: growth inhibitors of tim10-1 mutant yeast, primary screen, luminescence, uHTS; S. cerevisiae tim10-1 ts strain growth, BacTiter-Glo, 24 h; inhibition, % at 20 µM; 2.2% of 330,000 active;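 active = inhibition of at least 40%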;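 also: mutant grown at 25 °C; 0% = DMSO wells with yeast and 100% = wells holding no yeast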
tim23-1 inh: growth inhibitors of tim23-1 mutant yeast, primary screen, luminescence, uHTS; inhibition, % at 20 µM; 1.3% of 330,000 active; S. cerevisiae tim23-1 growth, BacTiter-Glo luminescence, 24 h; AID 463212, 2010;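 active = growth inhibition of the mutant yeast at or above 50%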;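 also: temperature-sensitive mutant grown at 25 °C; plate controls were DMSO-treated mutant yeast for no effect and medium wells lacking yeast for full effect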
TIM10 inh: growth inhibitors of isogenic TIM10 control yeast, primary screen, counter-screen for tim10-1 yeast inhibitor project, luminescence, uHTS | S. cerevisiae TIM10 strain growth, BacTiter-Glo luminescence, 24 h | inhibition, % at 10 µM | 1.4% of 330,000 active | AID 463195, 2010;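 active = inhibition of 40% or more at the single tested concentration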;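 also: wild-type TIM10 isogenic control strain grown at permissive 25 °C; 0% = DMSO yeast wells and 100% = minimal medium wells without yeast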
APJ antagonist: antagonists of human apelin receptor APJ, primary screen, CHO-K1 cells, beta-arrestin complementation, luminescence; inhibition, % at 20 µM; 0.32% of 330,000 active; P35414;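 active = inhibition above about 40% at 20 µM, limit read from the data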;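 also: cells challenged with 10 nM apelin-13 agonist together with compound; plate controls were apelin-13 plus DMSO wells for no effect and DMSO wells lacking apelin-13 for full effect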
Target sequence (P35414 whole entry, looked up): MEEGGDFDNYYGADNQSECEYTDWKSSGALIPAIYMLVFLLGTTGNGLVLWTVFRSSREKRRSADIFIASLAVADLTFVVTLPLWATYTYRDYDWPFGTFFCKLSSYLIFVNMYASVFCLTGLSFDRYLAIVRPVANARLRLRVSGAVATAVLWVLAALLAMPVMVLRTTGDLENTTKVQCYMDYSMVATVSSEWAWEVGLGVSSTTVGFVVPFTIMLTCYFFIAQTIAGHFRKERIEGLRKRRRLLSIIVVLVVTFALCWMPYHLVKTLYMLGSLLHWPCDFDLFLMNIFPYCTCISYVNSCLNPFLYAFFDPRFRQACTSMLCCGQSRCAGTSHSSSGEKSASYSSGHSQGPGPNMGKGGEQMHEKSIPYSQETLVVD
GRIN3A LBD mod: binders of NR3A ligand-binding domain, primary screen, biophysical, differential scanning fluorimetry, uHTS; Glutamate receptor ionotropic, NMDA 3A (GRIN3A) ligand-binding domain; NR3A LBD differential scanning fluorimetry, Tm shift; 0% = protein alone, 100% = glycine-bound protein; Tm shift relative to glycine control, % at 25 µM; 2.5% of 340,000 active; AID 1259313, 2017;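 active = melting temperature shift of at least 10% of the positive control shift, at one fixed dose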
MPTP inh: mitochondrial permeability transition pore inhibitors, primary screen, biochemical, isolated mouse mitochondria, absorbance | Ca2+ swelling absorbance, 30 min | inhibition, % at 10 µM | 1.4% of 360,000 active;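 active = inhibition of 50% or more, scaled per plate between neutral and stimulator controls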;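 also: 0% = DMSO wells given calcium and 100% = 1 mM EGTA wells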
MIN6 prolif: inducers of MIN6 beta-cell proliferation, primary screen, ATP luminescence, uHTS; MIN6 cells proliferation, ATPlite luminescence, 48 h; cells starved in 0.2% serum; 100% = growth in 10% serum; proliferation, % at 10 µM; 0.29% of 330,000 active;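 active = compounds whose signal lies at least 3.5 SD above the mean of all wells on their plate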;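 also: 0% = DMSO-treated cells in low-serum medium and 100% = 10% serum control; some compounds called inactive have numbers as strong as hits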
APJ ag: agonists of human apelin receptor APJ, primary screen, CHO-K1 cells, PathHunter beta-arrestin, luminescence; P35414; 0% DMSO wells, 100% apelin; activation, % at 20 µM; 0.11% of 330,000 active; AID 2520, 2010;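 active = activation more than six SD over the plate average, tested at 20 µM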;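 also: 0% = DMSO alone and 100% = apelin-13 at 10 nM; some results filed as inactive read as strong as hits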
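Material: CHO-K1 APJ beta-arrestin complementation cell line; Input: cell density 1000 per well; Incubation: compound stimulation 90 min at 25 °C, detection 60 min; Signal: luminescence from split beta-galactosidase complementation, Galacton Star/Emerald II substrate; Controls: DMSO-only wells as negative, 10 nM Apelin-13 as positive control.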
Starred values were filed as active, the others as inactive.

SMILES	NLRP3 yeast inh	tim10-1 inh	tim23-1 inh	TIM10 inh	APJ antagonist	GRIN3A LBD mod	MPTP inh	MIN6 prolif	APJ ag
COc1ccc(S(N)(=O)=O)cc1C(=O)NCC1(N2CCCCC2)CCCCC1	-10.0	-0.7	7.2	4.2	11.3	-0.6	-1.6	-1.2	0.0
Cc1nc(CNC(=O)C2CCC(=O)N(CCc3ccc(Cl)cc3)C2)sc1C (stereo not drawn)	-4.7	1.7	10.9	-1.8	-5.4	-1.6	-0.3	3.7	-7.2
O=C(COc1ccc(/C=N/NC(=O)c2cc3ccccc3o2)cc1Cl)Nc1ccccc1	14.3	-25.3	-5.6	-7.2	-11.2	-0.8	-0.3	-4.5	13.7
CC1(C)CC(=O)C(C(C2=C(O)CC(C)(C)CC2=O)c2ccc(O)c([N+](=O)[O-])c2)=C(O)C1	-25.8	19.5	18.5	18.2	0.0	-2.2	0.8	0.1	-3.9
O=c1[nH]nc(N/N=C/c2ccc(Cl)cc2Cl)c(=O)[nH]1	21.2	-9.5	-2.9	-1.0	-4.5	-0.1	-1.1	-3.9	-1.0
COc1ccc(C(=O)COC(=O)C(CCSC)NC(=O)COc2ccccc2)c(OC)c1 (stereo not drawn)	1.7	19.5	8.4	4.7	10.6	1.5	0.1	0.7	-2.5
CC(C)C(c1nnnn1C1CCCC1)N1CCCCC1 (stereo not drawn)	7.1	25.2	12.9	19.7	6.5	-0.8	2.8	0.0	-2.0
COc1ccc(-c2nnc(SCc3cccnc3)o2)cc1	35.5	17.8	-2.2	-5.4	-12.1	-2.7	-0.6	1.5	-2.0
COC(=O)C(C)Sc1nc2c(c(-c3ccc(OC)cc3)c1C#N)-c1ccccc1C2=O (stereo not drawn)	8.4	12.5	15.0	2.8	1.2	1.1	0.8	0.8	-2.5
COc1cc2c(cc1OC)C(c1ccccc1[N+](=O)[O-])N(C(C)=O)CC2 (stereo not drawn)	11.2	-10.9	8.3	0.3	9.6	0.3	-0.7	-0.8	2.3
O=C(NCc1cccnc1)Nc1ccccc1C(F)(F)F	16.8	-6.7	3.6	-8.1	18.5	0.2	-1.9	6.0	-4.4
CC(=O)c1ccc(N2C(=O)[C@@H]3C(C(=O)CCN4C(=O)c5ccccc5C4=O)=NN[C@@H]3C2=O)cc1	11.8	9.6	16.4	0.8	-7.9	-8.1	-0.5	0.0	1.1
O=C(O)c1ccc([N+](=O)[O-])c(CS(=O)(=O)c2ccccc2)c1	3.3	-7.4	26.2	8.3	20.6	-2.0	1.7	-2.7	-4.9
COc1ccc2c(c1)OC[C@H]1[C@H]2N2C(=O)CN(Cc3ccc(Cl)cc3)C(=O)[C@@]2(C)[C@H]1c1ccccc1	6.3	26.5	36.9	16.7	-2.8	-14.2	0.0	-7.4	0.0
Cc1ccc2cc3cc(C(=O)NCCCN4CCCCCC4)oc3nc2c1	11.5	33.3	50.6*	58.3*	-2.2	-4.2	12.6	-1.5	5.8
Cc1nc2c(sc3nc4c(cc32)COC(C)(C)C4)c(=O)n1Cc1ccccc1	7.5	21.0	19.8	2.6	-8.4	0.9	0.2	-3.0	0.0
Cc1cc(C)c(C(N)=O)c(Nc2cccc(Cl)c2)n1	19.6	-2.4	6.2	-1.1	12.6	3.0	1.8	-1.3	-2.9
Cc1ccc(C(=O)NC(C)c2ccc(-n3ccnc3)cc2)cc1 (stereo not drawn)	12.5	14.2	18.3	-9.5	-9.5	-1.7	0.3	4.3	2.9
COc1ccccc1S(=O)(=O)Nc1ccc(S(=O)(=O)Nc2nccs2)cc1	11.8	0.3	4.0	-13.0	1.0	1.1	0.8	-2.5	1.4
Cc1ccc(NC(=O)Cn2ccc(=O)[nH]c2=O)cc1	13.5	22.8	12.0	11.3	2.2	-0.8	1.1	-1.3	-0.6
COc1cccc(N/C(N)=N/c2nc(C)cc(=O)[nH]2)c1	7.1	-13.2	-1.4	-3.5	12.0	0.2	-0.1	-3.4	-1.8
O=C(N/N=C/c1ccc(OC(F)F)cc1OC(F)F)c1cccc(S(=O)(=O)N2CCOCC2)c1	16.0	17.4	0.8	-5.7	-2.5	-0.9	1.7	1.4	-4.9
Cc1ccc(OCC(=O)Nc2ccc3c(c2)nc(CCN2CCCCC2)n3C)cc1	5.8	-9.3	-3.9	4.4	-6.3	0.2	0.2	-0.2	-3.2
COc1cccc(N2CCN(CC(=O)NC(=O)NCc3ccco3)CC2)c1	11.3	-6.5	-7.1	-0.2	4.0	0.0	0.2	-1.1	-0.5
COc1cccc(NS(=O)(=O)c2ccc3c(c2)CC(=O)N3)c1	8.6	4.8	15.4	11.6	-30.7	-1.6	-0.5	-5.7	1.7

Entries from the list above that contain a furan ring, fused or not:
SMILES	NLRP3 yeast inh	tim10-1 inh	tim23-1 inh	TIM10 inh	APJ antagonist	GRIN3A LBD mod	MPTP inh	MIN6 prolif	APJ ag
O=C(COc1ccc(/C=N/NC(=O)c2cc3ccccc3o2)cc1Cl)Nc1ccccc1	14.3	-25.3	-5.6	-7.2	-11.2	-0.8	-0.3	-4.5	13.7
Cc1ccc2cc3cc(C(=O)NCCCN4CCCCCC4)oc3nc2c1	11.5	33.3	50.6*	58.3*	-2.2	-4.2	12.6	-1.5	5.8
COc1cccc(N2CCN(CC(=O)NC(=O)NCc3ccco3)CC2)c1	11.3	-6.5	-7.1	-0.2	4.0	0.0	0.2	-1.1	-0.5

Back to the main list with the three entries that preceded the break.
SMILES	NLRP3 yeast inh	tim10-1 inh	tim23-1 inh	TIM10 inh	APJ antagonist	GRIN3A LBD mod	MPTP inh	MIN6 prolif	APJ ag
Cc1ccc(OCC(=O)Nc2ccc3c(c2)nc(CCN2CCCCC2)n3C)cc1	5.8	-9.3	-3.9	4.4	-6.3	0.2	0.2	-0.2	-3.2
COc1cccc(N2CCN(CC(=O)NC(=O)NCc3ccco3)CC2)c1	11.3	-6.5	-7.1	-0.2	4.0	0.0	0.2	-1.1	-0.5
COc1cccc(NS(=O)(=O)c2ccc3c(c2)CC(=O)N3)c1	8.6	4.8	15.4	11.6	-30.7	-1.6	-0.5	-5.7	1.7
NS(=O)(=O)c1cc(C(=O)OCCNC(=O)c2ccccc2)c(Cl)cc1Cl	3.0	11.3	8.8	33.1	10.8	1.2	1.7	-1.6	-4.2
COC(=O)[C@]1(CC(C)C)N[C@H](c2ccc(-c3ccc4c(c3)OCO4)cc2)[C@@H]2C(=O)N(C)C(=O)[C@@H]21	17.6	0.5	15.0	-0.6	16.1	0.6	0.3	-0.5	-2.7
O=C(NCc1ccco1)c1ccc(NS(=O)(=O)c2cccc(F)c2)cc1	-2.2	3.2	10.5	0.3	11.2	-22.5	0.0	3.8	-3.6
O=C(NCCC1CCCCN1S(=O)(=O)c1cccs1)C(=O)NCc1ccccc1 (stereo not drawn)	14.9	25.0	20.4	5.2	4.2	-2.0	0.3	-0.8	-4.3
COc1ccc(S(=O)(=O)N2CCOCC2)cc1NC(=O)CN1CCCc2ccccc21	19.7	-1.4	0.0	5.8	2.7	-0.2	-2.8	-4.0	-4.1
COC(=O)N/N=C/c1cn(Cc2ccc(Cl)cc2Cl)c2ccccc12	18.1	28.0	17.1	17.4	-13.0	-1.3	5.6	0.0	3.0
COc1ccc(N2CCOCC2)c(NC(=O)COc2cccc(C)c2C)c1	9.6	39.3	38.4	23.1	-5.0	-0.3	0.9	1.7	-6.4
C=CCC[C@@H](Cc1ccc(F)cc1)C(=O)O[C@H](CNC(=O)[C@@H](CC=C)CC(=O)N[C@H](CO)Cc1ccccc1)c1ccccc1	14.9	15.7	30.4	7.0	0.1	1.1	0.3	-3.0	-0.2
O=C(NN1CCOCC1)c1cc(S(=O)(=O)Nc2cccc(C(F)(F)F)c2)ccc1Cl	8.9	13.3	-0.8	10.2	10.3	-6.3	2.8	-2.9	-1.0
c1ccc(C2=Nn3c(nnc3-c3cc(-c4ccccc4)n[nH]3)SC2)cc1	6.9	19.4	22.2	25.7	-4.6	-35.0	-2.1	-3.0	1.3
O=C(c1ccc(Br)o1)N(Cc1ccccc1)Cc1ccccc1	-16.8	13.7	17.5	-12.9	7.1	-1.6	-1.8	-3.9	-5.2
CC(C)CNC(=O)COC(=O)c1ccccc1OCC(=O)Nc1ccc(Br)cc1	18.8	-1.9	-11.3	-5.8	13.4	0.2	0.5	0.1	-2.4
COc1cccc(C(=O)Nc2cc(S(=O)(=O)N3CCCCC3)ccc2OC)c1	-8.1	24.2	28.5	20.7	12.0	2.7	1.2	-2.4	-1.1
Cc1ccc(OC(C)C(=O)O)cc1C (stereo not drawn)	9.2	8.6	11.7	-3.5	4.4	0.0	1.8	1.4	3.2
Cc1ccc(OCC(=O)c2c(O)c3ccccc3oc2=O)cc1C	5.6	5.5	4.7	5.0	20.6	-0.2	-0.3	-3.3	-1.9
COC(=O)Cn1c2ccc(OC)cc2c2nc(C)sc21	-1.7	-2.0	0.4	17.5	10.2	-1.0	1.6	-1.9	2.5
COc1cc2c(cc1OC)C(c1cccc(Cl)c1)CC(=O)N2 (stereo not drawn)	16.5	4.8	15.6	17.3	9.4	-0.4	0.3	0.3	-0.9
CCSc1nnc(NS(=O)(=O)c2ccc(C)cc2)s1	7.7	6.7	6.8	-3.7	-5.4	-4.1	1.9	1.1	-1.7
COc1ccc(S(=O)(=O)NC2CC(C)(C)NC(C)(C)C2)cc1	1.1	-4.7	3.9	4.0	15.8	0.7	-1.3	-0.6	-4.8
O=C(CSc1nnc(COc2ccccc2)n1Cc1ccco1)c1ccc(F)cc1	4.7	31.9	21.5	17.3	5.2	-1.7	3.1	-2.9	-3.7
COCC(=O)NCc1ccc2c(c1)cc(C)n2C	16.1	21.5	7.5	-14.0	0.1	-0.1	2.3	-3.5	-3.6
COc1ccc(NC(=O)C(C)N2CCN(C)CC2)cc1 (stereo not drawn)	6.3	7.7	-5.0	-12.1	5.6	-4.2	0.1	0.9	-1.0

Complete entries, quoted from the list:
`CC(C)C(c1nnnn1C1CCCC1)N1CCCCC1` (stereo not drawn) is entered as NLRP3 yeast inh = 7.1; tim10-1 inh = 25.2; tim23-1 inh = 12.9; TIM10 inh = 19.7; APJ antagonist = 6.5; GRIN3A LBD mod = -0.8; MPTP inh = 2.8; MIN6 prolif = 0.0; APJ ag = -2.0
`CC(C)CNC(=O)COC(=O)c1ccccc1OCC(=O)Nc1ccc(Br)cc1` is entered as NLRP3 yeast inh = 18.8; tim10-1 inh = -1.9; tim23-1 inh = -11.3; TIM10 inh = -5.8; APJ antagonist = 13.4; GRIN3A LBD mod = 0.2; MPTP inh = 0.5; MIN6 prolif = 0.1; APJ ag = -2.4

Compound activity as filed in PubChem.

The order is random. About 7.2% of those tested had a hit in this group.
